Screening data deposited in PubChem BioAssay by several laboratories.
TRPC4 potent = allosterically enhances the mouse TRPC4 cation channel; HEK293 TRPC4beta/mu-opioid, DAMGO EC20, Fluo-4 Ca2+ flux; active compounds read high; B-score at 10 µM; 310,000 tested, 0.42% active;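 active = B-score of calcium response area above 5 SD of library B-scores, with initial fluorescence ratio within 5 SD of library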;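 also: B-score of integrated fluorescence ratio over time as area under calcium response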
TRPC4 act = TRPC4 (mouse) channel activation | HEK293 TRPC4beta/mu-opioid, Fluo4 calcium fluorescence; active compounds read high | AID 2237 | 310,000 tested, 0.49% active | B-score at 10 µM | Q9QUQ5;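 active = B-score above 5 SD of library B-scores, and initial fluorescence ratio not above library mean plus 5 SD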;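 also: positive B-score marks a calcium rise read as TRPC4 activation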
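Technique: kinetic Fluo4 calcium fluorescence; Test system: TRPC4beta and mu-opioid receptor HEK293 stable cells; Measure: B-scored integrated calcium fluorescence ratio; Benchmarks: low control buffer alone, high control maximal DAMGO; Schedule: 45 min room-temperature Fluo4 loading, 110 s read.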
PolyA inhibitor = inhibitors of polyadenylation in S. cerevisiae; S. cerevisiae SKY197-pL101 polyadenylation reporter, beta-gal luminescence; efflux-impaired pdr1/pdr3 knockout yeast; score 100 = 6 SD above DMSO; calls only at 12 µM; 300,000 tested, 0.02% active;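 active = lowest replicate activity score at least 50, where 100 means six control SD above control mean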;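 also: yeast exposed to compound for 9 h at 30 °C; higher score means more reporter readthrough which indicates perturbed polyadenylation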
Platelet DG rel = platelet dense granule release activity; AID 1663; inhibition, %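 (compounds screened at 7.5 µM in platelet-rich plasma)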; 300,000 tested, 0.22% active; human platelet-rich plasma, SFLLRN dense granule ATP release, luminescence;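 active = mean replicate score, as percent of positive control, at or above 50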
KCNK9 block = inhibitors of human KCNK9 two-pore domain potassium channel | Q9NPC2 | HEK293 KCNK9, FluxOR thallium flux fluorescence; active compounds read low | B-score at 10 µM | 310,000 tested, 1.2% active;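 active = ratio B-score over 3 SD below the library mean, with starting fluorescence within 5 SD of its mean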;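 also: negative B-score means less thallium flux so channel inhibition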
KCNQ1 block = inhibitors of human KCNQ1 potassium channel | B-score at 10 µM | AID 2642 | P51787 | 310,000 tested, 1.3% active | CHO-K1 KCNQ1, FluxOR thallium flux fluorescence; active compounds read high;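 active = compounds whose thallium flux B-score, printed positive for inhibition, exceeds three library SD while starting fluorescence stays within three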;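 also: channel opened by potassium depolarization with thallium stimulus after 20 min compound exposure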
KCNQ1 pot = potentiators or activators of human KCNQ1 potassium channel; 310,000 tested, 0.35% active; B-score at 10 µM; CHO-K1 KCNQ1, thallium flux FluxOR fluorescence; active compounds read high;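 active = fluorescence ratio B-score, a plate-corrected score, at least three library SD, with initial intensity B-score within 5 SD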
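Material: CHO-K1 cells stably expressing KCNQ1. Medium: assay buffer for compound exposure, DMSO matched across wells. Reagent: K+/Tl+ depolarizing stimulus. Compound dosing: single-concentration screen. Times: 37 °C overnight plating, 90-min dark dye load, 20-min compound pretreatment. Technique: FluxOR Tl+ flux fluorescence.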
TRPC4 inh = TRPC4 (mouse) channel inhibition. 300,000 tested, 0.39% active. B-score at 10 µM. Q9QUQ5. AID 2247. HEK293 TRPC4beta/mu-opioid, DAMGO-evoked Fluo4 calcium flux; active compounds read low;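 active = B-score over 3 SD under the library average, no early fluorescence shift, positive overall ratio signal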
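material = TRPC4beta/mu-opioid receptor HEK293 cell line | probe or stimulus = sequential submaximal and maximal DAMGO stimulation | compound dosing = one concentration per compound | measured by = Fluo4 Ca2+ flux fluorescence | evaluation = integrated fluorescence ratio relative to baseline, converted to per-well B score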
hERG rescue = compounds protecting human hERG from proarrhythmic drug block | Q12809 | CHO-hERG, FluxOR thallium flux, dofetilide IC70 present | activation (rescue from dofetilide block), less the hit threshold, % at 10 µM | 310,000 tested, 0.51% active;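 active = activation above the mean of controls blocked by dofetilide plus 5 SD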;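 also: thallium influx through hERG after potassium depolarization seen as dye fluorescence rise; in these data hits start at about 4.7%; inactives centre near -7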
Target sequence (Q12809 whole entry, looked up): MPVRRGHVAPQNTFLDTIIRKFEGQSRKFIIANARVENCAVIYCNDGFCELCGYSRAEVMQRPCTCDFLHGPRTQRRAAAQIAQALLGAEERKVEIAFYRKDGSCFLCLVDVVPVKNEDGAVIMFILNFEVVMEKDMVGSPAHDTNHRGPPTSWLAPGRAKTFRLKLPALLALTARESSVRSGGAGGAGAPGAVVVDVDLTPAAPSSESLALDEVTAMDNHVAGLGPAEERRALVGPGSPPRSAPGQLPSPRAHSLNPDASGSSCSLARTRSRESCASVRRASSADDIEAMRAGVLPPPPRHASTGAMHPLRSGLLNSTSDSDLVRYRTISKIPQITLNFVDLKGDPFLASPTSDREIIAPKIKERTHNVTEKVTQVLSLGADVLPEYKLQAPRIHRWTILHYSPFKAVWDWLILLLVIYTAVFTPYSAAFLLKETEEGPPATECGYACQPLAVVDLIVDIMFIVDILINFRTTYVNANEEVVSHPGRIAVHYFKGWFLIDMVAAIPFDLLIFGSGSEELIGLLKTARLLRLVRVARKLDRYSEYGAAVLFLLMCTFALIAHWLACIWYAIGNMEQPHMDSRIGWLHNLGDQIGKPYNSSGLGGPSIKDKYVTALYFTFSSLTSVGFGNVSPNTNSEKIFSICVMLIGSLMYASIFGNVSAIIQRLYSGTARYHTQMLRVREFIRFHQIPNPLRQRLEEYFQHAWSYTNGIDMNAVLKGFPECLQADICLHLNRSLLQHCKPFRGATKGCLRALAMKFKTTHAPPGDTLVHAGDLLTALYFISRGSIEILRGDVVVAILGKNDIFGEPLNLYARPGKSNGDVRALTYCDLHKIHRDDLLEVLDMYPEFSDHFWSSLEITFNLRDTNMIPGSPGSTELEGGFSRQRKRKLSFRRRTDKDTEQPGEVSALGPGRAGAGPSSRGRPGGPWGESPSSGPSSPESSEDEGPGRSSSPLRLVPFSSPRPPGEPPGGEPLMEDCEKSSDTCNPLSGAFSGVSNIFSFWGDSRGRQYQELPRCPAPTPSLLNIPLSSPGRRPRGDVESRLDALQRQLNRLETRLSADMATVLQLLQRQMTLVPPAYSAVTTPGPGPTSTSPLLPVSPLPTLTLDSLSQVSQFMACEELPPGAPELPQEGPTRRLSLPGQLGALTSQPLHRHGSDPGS
KCNK3 block = human KCNK3 channel inhibition, primary screen. B-score at 10 µM. O14649. 340,000 tested, 0.84% active. CHO-KCNK3 thallium flux, FluxOR fluorescence; active compounds read low. AID 602410;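 active = B-score under library mean minus 4 SD, starting fluorescence ratio at most library mean plus 5 SD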;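 also: more negative B-score means stronger inhibition of thallium flux through KCNK3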
DYRK1A inh = inhibitors of rat Dyrk1A kinase | Q63470 | ADP-Glo luminescence, NFATc1 peptide | inhibition, % at 12.5 µM | 310,000 tested, 0.43% active; in the data active = inhibition above about 50%;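 also: plate controls were vehicle with enzyme for no effect and no enzyme for full effect; many of its hits are not listed in these tables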
Active calls of the source: *; i = inactive; nt = no result given.

SMILES	TRPC4 potent	TRPC4 act	PolyA inhibitor	Platelet DG rel	KCNK9 block	KCNQ1 block	KCNQ1 pot	TRPC4 inh	hERG rescue	KCNK3 block	DYRK1A inh
CCCSc1ccccc1C(=O)N1CCN(C(=O)c2ccco2)CC1	i	i	i	1	i	i	i	i	-12	i	3
COc1ccc(C(=O)Nc2ccc(NC(=O)c3cc(OC)c(OC)c(OC)c3)cn2)cc1	i	i	i	0	i	i	i	i	-4	i	-1
CCCc1ccc(S(=O)(=O)NCCc2ccncc2)cc1	i	i	i	nt	i	i	i	i	-7	i	-3
N#Cc1cc2cc3c(cc2nc1NCCNC(=S)NCCCN1CCOCC1)OCO3	i	i	i	16	i	i	i	i	-7	i	6
Oc1cccc2cc3cccc(O)c3c(O)c12	i	i	i	1	i	i	i	i	-7	i	5
CCn1c(CCC(=O)Nc2cc(F)ccc2C)nc2cc(S(=O)(=O)N(C)C)ccc21	i	i	i	-1	i	i	i	i	-12	i	-1
CCCc1cc(C(F)(F)F)c(C#N)c(=O)[nH]1	i	i	i	-8	i	i	i	i	-2	i	-3
CCOC(=O)C(=CNc1cc(C)ccc1-n1cccc1)C(=O)OCC	i	i	i	-9	i	i	i	i	-6	i	4
COc1ccc(N(C)C(=S)Nc2ccc3nc(C)c(C)nc3c2)cc1	i	i	i	-1	i	i	i	i	-5	i	-1
CN(C)S(=O)(=O)c1ccc(C(=O)NC(=O)CSc2ccccc2)cc1	i	i	i	8	i	i	i	i	-2	i	-3
S=c1[nH]nc(-c2cccs2)n1/N=C/c1cn(-c2ccccc2)nc1-c1ccc(Cl)cc1	i	i	i	4	i	i	i	i	-4	i	3
CC(C)(C)c1ccc(CS(=O)CC(O)CO)cc1 (stereo not given)	i	i	i	5	i	i	i	i	-8	i	-9
CCc1cc(C(c2ccc(OC)c(OC)c2)N2CCOCC2)c(NC(=O)c2ccccc2)s1 (stereo not given)	i	i	i	13	i	i	i	i	-13	i	-3
CSc1cccc(NC(=O)Cn2cnc(S(=O)(=O)N3CCCC3)c2)c1	i	i	i	9	i	i	i	i	-6	i	-5
COc1ccc(/C=N/n2cnc3c([nH]c4ccc(Br)cc43)c2=O)cc1CN1CCOCC1	i	i	i	-1	i	i	i	i	-2	nt	nt
O=C(Cc1ccccc1F)OCC(=O)N1CCN(C(=O)c2ccco2)CC1	i	i	i	-1	i	i	i	i	-3	i	-2
Nc1ccc2nc(CCCCCCc3nc4ccc(N)cc4[nH]3)[nH]c2c1	i	i	nt	1	i	i	i	i	-15	i	3
COc1cc(C(=O)OCC(=O)Nc2ccc(SC(F)F)cc2)cc(OC)c1OC	i	i	i	-12	i	i	i	i	-2	i	-4
c1ccc2c3c(c(CN4CCCC4)cc2c1)COC3	i	i	i	2	i	i	i	i	-14	i	6
Cc1cc(N2CCCC2)ccc1NC(=O)CN1C(=O)NC(C)(c2ccccc2)C1=O (stereo not given)	i	i	i	-5	i	i	i	i	-11	i	-5
COc1ccc(-c2ccc(S(=O)(=O)NCC3CCCO3)cc2)cc1 (stereo not given)	i	i	i	-19	i	i	i	i	-7	i	0
O=C(c1cccs1)N1CCN(c2nc3ccc([N+](=O)[O-])cc3s2)CC1	i	i	i	0	i	i	i	i	-15	i	-1
COc1ccc(C(=O)Nc2ncc3c(n2)CC(c2ccco2)CC3=O)cc1 (stereo not given)	i	i	i	-8	i	i	i	i	-5	i	-1
O=C(Nc1ccc(Cl)c(Cl)c1)Nc1ccccc1C(=O)O	i	i	i	30	i	i	i	i	-12	i	5
CCc1ccc(CN(C)CC(=O)Nc2sccc2C#N)cc1	i	i	i	-12	i	i	i	i	-4	i	4
NC(=O)c1ccccc1NC(=O)/C=C/c1ccccc1	i	i	i	-2	i	i	i	i	-10	i	21
CC(C)(C)NC(=O)Nc1ccc(Cn2cc(C(F)(F)F)ccc2=O)cc1	i	i	i	2	i	i	i	i	-4	i	-4
CC(C)c1ccc2oc(-c3ccc(NC(=O)c4ncn[nH]4)cc3)nc2c1	i	i	i	-3	i	i	i	i	-2	i	-4
COC(=O)c1ccc(CSc2nnc(Nc3ccccc3OC)s2)o1	i	i	i	-2	i	i	i	i	-13	nt	nt
Nc1nnc(SCC(=O)Nc2ccc(N3CCOCC3)cc2)s1	i	i	i	1	i	i	i	i	-15	i	6
Cc1ccc(-n2ncc3c(=O)n(CC(N)=O)cnc32)cc1C	i	i	i	4	i	i	i	i	-8	i	-8
CCOC(=O)N1CCN(CC(O)COc2ccccc2C(C)CC)CC1 (stereo not given)	i	i	i	0	i	i	i	i	-4	i	3
CCOc1cc(/C=N/OC(C)=O)ccc1OCc1ccccc1	i	i	i	0	i	i	i	i	-8	i	1
Cc1ccc(-n2c(-c3ccccc3)n[nH]c2=S)cc1	i	i	i	nt	i	i	i	i	-3	i	14
CC(NC(=O)CSc1nnc(CC(=O)Nc2ccc(Cl)c(Cl)c2)n1C)c1ccccc1 (stereo not given)	i	i	i	2	i	i	i	i	-10	i	-1
CCC(=O)Nc1ccc2nc(C)n(Cc3ccccc3Cl)c(=O)c2c1	i	i	i	7	i	i	i	i	-9	i	3
CCN(CCn1cccn1)C(=O)CC1C(=O)NCCN1Cc1ccc(F)c(F)c1 (stereo not given)	i	i	i	7	i	i	i	i	-13	i	-3
CCNc1cc(N2CCN(S(=O)(=O)c3ccc4c(c3)CCCC4)CC2)ccc1[N+](=O)[O-]	i	i	i	-3	i	i	i	i	-10	i	-6
CCC(C)(C)NC(=O)Cn1c(=O)oc2cc(S(=O)(=O)N3CC(C)CC(C)C3)ccc21 (stereo not given)	i	i	i	-14	i	i	i	i	-7	i	-3
CCOc1cccc(=O)c2c(C)n(C)c(C)c12	i	i	i	-1	i	i	i	i	-13	i	15
CCCn1c(=O)c2ccccc2n2c(SCC(=O)c3ccc(CC)cc3)nnc12	i	i	i	-2	i	i	i	i	-3	i	-5
Cc1cccc(C(=O)N2CCN(c3ccc([N+](=O)[O-])c(N4CCOCC4)c3)CC2)c1	i	i	i	4	i	i	i	i	-8	i	-19
COc1ccc(NC(=O)Nc2cc(C)ccc2OC)cc1	i	i	i	3	i	i	i	i	-6	i	-12
C=CCNC(=O)/C(=C\C=C\c1ccccc1)NC(=O)c1ccc(OCCCC)cc1	i	i	i	-20	i	i	i	i	-2	i	9
CC(C)C(NC(=O)OCc1ccccc1)C(=O)NC(Cc1ccc(O)cc1)C(=O)O (stereo not given)	i	i	i	-2	i	i	i	i	-4	i	0
Cc1ccc(S(=O)(=O)N(C)c2ccccc2)cc1	i	i	i	3	i	i	i	i	-5	i	-4
Clc1ccc(CSc2nnc(-c3ccccn3)n2Cc2ccco2)c(Cl)c1	i	i	i	7	i	i	i	i	-4	i	0
CC(C)CNC(=O)CC(c1ccccc1)c1c(O)ccc2ccccc12 (stereo not given)	i	i	i	-1	i	i	i	i	-1	i	4
Cc1ccc(-n2c(SCC(=O)O)nc3c(sc(=S)n3-c3ccc(C)c(C)c3)c2=O)cc1	i	i	i	3	i	i	i	i	-4	i	1
CC(=O)c1cccc(Nc2cc(C)nc3ccccc23)c1	i	i	i	2	i	i	i	i	-12	i	0
O=C(COC(=O)c1cc[n+]([O-])cc1)Nc1ccccc1Cl	i	i	i	1	i	i	i	i	-9	i	0
Cc1ccc(C(=O)NC(=S)Nc2ccc(NC(=O)c3cccs3)cc2)cc1[N+](=O)[O-]	i	i	i	-19	i	i	i	i	-5	i	1
COCCNc1nnc(SC(C)C(=O)Nc2c(C)n(C)n(-c3ccccc3)c2=O)s1 (stereo not given)	i	i	i	-8	i	i	i	i	-12	i	nt
Cc1ccc(NC(=O)CSCCc2ccccn2)nc1	i	i	i	18	i	i	i	i	-11	i	-1
Cc1ccccc1NC(=O)CN1C(=O)COc2ccc(S(=O)(=O)N3CCCC3)cc21	i	i	i	21	i	i	i	i	-5	i	6
CN1C(=O)/C(=C\c2ccncc2)SC1=Nc1ccccc1	i	i	i	0	i	i	i	i	-4	i	-2
Cn1c(=O)cc(OCC(=O)N2CCN(c3ccccc3F)CC2)c2ccccc21	i	i	i	7	i	i	i	i	-10	i	-3
Cc1ccc(NS(=O)(=O)c2ccc3c(c2)oc(=O)n3C)cc1C	i	i	i	-3	i	i	i	i	0	i	1
N#CC1=C2SCN(c3ccccc3)CN2C(=O)CC1c1ccccc1Cl (stereo not given)	i	i	i	-4	i	i	i	i	-7	i	-5
COc1ccc(Cl)cc1NC(=O)CNCC(c1ccccc1)N(C)C (stereo not given)	i	49*	i	10	i	i	i	-7*	-9	i	nt

Further records
SMILES	TRPC4 potent	TRPC4 act	PolyA inhibitor	Platelet DG rel	KCNK9 block	KCNQ1 block	KCNQ1 pot	TRPC4 inh	hERG rescue	KCNK3 block	DYRK1A inh
CC(C)OC(=O)c1cc2ccccc2[nH]1	i	i	i	2	i	i	i	i	-20	i	-2
CCc1cc(C(c2cccc(OC)c2)N2CCOCC2)c(NC(=O)c2ccccc2)s1 (stereo not given)	i	i	i	-5	i	i	i	-6*	-14	i	6
O=C(Nc1ccccc1)Nc1cnccn1	i	i	i	-1	i	i	i	i	-2	i	9
COC(=O)c1ccc(NC(=O)CCc2c(C)nc3ncnn3c2C)cc1	i	i	i	-5	i	i	i	i	-12	i	nt
Cc1nnc(NC(=O)CSc2nnc(Cc3cccn3C)n2-c2cccc(C(F)(F)F)c2)s1	i	i	i	-2	i	i	i	i	-10	i	-3
Cc1cnn(CCC(=O)NNC(=S)Nc2cccc(Cl)c2)c1	i	i	i	-10	i	i	i	i	-9	i	4
Cc1cccc(Nc2ccc(C(=O)N3CCOCC3)cn2)c1	i	i	i	0	i	i	i	i	-2	i	-4
N#CCCN1CCn2c1nc1ccccc12	i	i	i	-3	i	i	i	i	-10	i	0

Three entries picked at random from the list so far, as already listed:
SMILES	TRPC4 potent	TRPC4 act	PolyA inhibitor	Platelet DG rel	KCNK9 block	KCNQ1 block	KCNQ1 pot	TRPC4 inh	hERG rescue	KCNK3 block	DYRK1A inh
Cc1nnc(NC(=O)CSc2nnc(Cc3cccn3C)n2-c2cccc(C(F)(F)F)c2)s1	i	i	i	-2	i	i	i	i	-10	i	-3
N#CCCN1CCn2c1nc1ccccc12	i	i	i	-3	i	i	i	i	-10	i	0
Cc1cnn(CCC(=O)NNC(=S)Nc2cccc(Cl)c2)c1	i	i	i	-10	i	i	i	i	-9	i	4

An excerpt; count on the stated rates, not on these rows.
